Assay outcomes from PubChem.
M5 antag – blocks acetylcholine activation of human M5 receptor. AID 624040. P08912. CHO-hM5 cells, Fluo-8 calcium fluorescence, ACh EC80. inhibition, % at 3 µM. 360,000 compounds, 0.59% hits;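 active = inhibition above a per-plate cutoff, the mean of that plate's test compounds plus 3 SD, cut at about 27% in these data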;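 also: 0% = acetylcholine EC80 with DMSO and 100% = DMSO without agonist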
Target sequence (P08912 whole entry, looked up): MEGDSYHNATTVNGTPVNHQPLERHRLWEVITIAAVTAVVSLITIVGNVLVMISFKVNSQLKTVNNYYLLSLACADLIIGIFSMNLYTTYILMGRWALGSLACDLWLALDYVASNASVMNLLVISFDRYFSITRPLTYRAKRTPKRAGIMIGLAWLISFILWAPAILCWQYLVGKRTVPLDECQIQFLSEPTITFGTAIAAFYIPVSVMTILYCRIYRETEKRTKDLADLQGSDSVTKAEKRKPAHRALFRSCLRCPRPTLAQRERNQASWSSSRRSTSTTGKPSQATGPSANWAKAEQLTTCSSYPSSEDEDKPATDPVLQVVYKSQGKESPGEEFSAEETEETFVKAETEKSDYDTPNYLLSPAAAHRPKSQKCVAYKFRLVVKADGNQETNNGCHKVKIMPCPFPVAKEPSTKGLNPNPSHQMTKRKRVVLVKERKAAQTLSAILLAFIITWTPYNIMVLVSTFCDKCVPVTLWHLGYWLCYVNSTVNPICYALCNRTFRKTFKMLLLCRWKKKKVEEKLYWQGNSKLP
M1 antag – antagonists of human M1 muscarinic receptor | CHO-K1 hM1, Fluo-8 calcium fluorescence, ACh EC80 antagonist | inhibition, % at 3 µM | 360,000 compounds, 1.3% hits | AID 588852;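 active = percent inhibition above its own plate's cutoff, namely the mean of that plate's compound wells plus 3 SD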;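 also: peak over basal fluorescence ratio during 140 s after agonist addition; 0% = ACh EC80 plus DMSO and 100% = DMSO alone without agonist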
CHRM4 agonist – CHRM4 agonism in calcium assay | CHO-K1 hM4/Gqi5, Fluo-8 calcium fluorescence; vehicle 0%, full acetylcholine response 100% | activation, % at 3 µM | P08173 | 360,000 compounds, 0.14% hits;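 active = activation above the run mean over all test wells plus 3 SD, cut at about 32% in these data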;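 also: peak over basal fluorescence ratio per well then scaled between controls; 0% = DMSO wells and 100% = acetylcholine at EC100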
CHRM1 PAM – potentiates human M1 receptor response to acetylcholine. P11229. CHO-K1 hM1, Fluo-8 calcium fluorescence, ACh EC20; 0% = ACh EC20, 100% = maximal ACh. activation, % at 3 µM. 360,000 compounds, 0.088% hits. AID 588819; in the data active = activation above about 19%, passing the limit was not always enough
M5 ag – agonists of human muscarinic M5 receptor (CHRM5); activation, % at 3 µM; P08912; CHO-K1 hM5 cells, Fluo-8 calcium fluorescence; 0% DMSO wells, 100% maximal acetylcholine response; 360,000 compounds, 0.19% hits;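 active = activation above the run's mean over test compounds plus 3 SD, cut at about 23% in these data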;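 also: signal is peak over basal fluorescence ratio across the kinetic read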
TAAR1 ag – human TAAR1 agonism | Q96RJ0 | CHO RD-HGA16 TAAR1, Fluo-8 calcium fluorescence; vehicle wells 0%, saturating PEA agonist 100% | activation, % at 3 µM | 360,000 compounds, 0.99% hits;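 active = activation above the mean activation of all test compounds in the run plus 3 SD, cut at about 38% in these data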
Target sequence (Q96RJ0 whole entry, looked up): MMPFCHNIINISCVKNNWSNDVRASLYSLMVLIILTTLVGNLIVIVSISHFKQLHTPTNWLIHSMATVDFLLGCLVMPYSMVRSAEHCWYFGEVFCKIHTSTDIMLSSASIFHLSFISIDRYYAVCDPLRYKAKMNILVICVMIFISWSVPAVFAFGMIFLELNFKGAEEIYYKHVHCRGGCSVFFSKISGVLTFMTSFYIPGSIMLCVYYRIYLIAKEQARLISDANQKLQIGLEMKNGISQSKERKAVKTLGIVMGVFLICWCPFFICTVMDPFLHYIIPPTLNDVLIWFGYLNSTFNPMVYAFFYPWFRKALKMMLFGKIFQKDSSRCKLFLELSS
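Repeats: no replicates (n 1) | Material: CHO-derived RD-HGA16 cells with stable Gα16 and human TAAR1 | Technique: Kinetic Fluo-8 calcium fluorescence | Schedule: 17-24 h seeding, 75 min 37 °C dye, 30 min RT | Evaluation: % activation from peak over basal fluorescence ratio, DMSO-to-PEA scaled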
M4 antag – blocks acetylcholine activation of human M4 receptor; P08173; CHO-hM4 cells, ACh EC80, Fluo-8 calcium fluorescence; inhibition, % at 3 µM; 360,000 compounds, 0.73% hits; AID 624125;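 active = inhibition above its plate's cutoff, the mean inhibition of sample wells plus 3 SD, cut at about 27% in these data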;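 also: 0% = acetylcholine EC80 with DMSO and 100% = DMSO without agonist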
CHRM1 agonist – human M1 muscarinic receptor agonism; 360,000 compounds, 0.33% hits; CHO-K1 hM1, Fluo-8 calcium fluorescence, agonist mode; 0% DMSO, 100% acetylcholine EC100; activation, % at 3 µM;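 active = activation above the run's mean compound activation plus 3 SD, cut at about 16% in these data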;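 also: peak over basal fluorescence ratio within a 140 s kinetic read after compound addition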
M5 PAM – positive allosteric modulators of human muscarinic M5 receptor. P08912. CHO-K1 hM5, Fluo-8 calcium, ACh EC20 PAM; 0% = ACh EC20, 100% = ACh EC100. activation, % at 3 µM. 360,000 compounds, 0.3% hits. AID 624038;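 active = activation above the run cutoff, the mean activation of all test compounds plus 3 SD, cut at about 18% in these data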
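Assay system: CHO-K1 hM5 cells / Incubation: Fluo-8 loading 80 min at 37 °C plus 30 min room temperature / Technique: Fluo-8 calcium dye fluorescence, kinetic read / Repeats: single replicate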
* marks the source's active call; other numbers are inactive results. These rows are one share of the data; count on the stated rates, not on these rows.

Start of the data: the first 2 entries (preview)
How did CC(=O)Nc1ccc(NC(C)=O)c(NC2OCC(O)C(O)C2O)c1 (stereo unspecified) do in these assays?
M5 antag: 7; M1 antag: -13; CHRM4 agonist: 0; CHRM1 PAM: 8; M5 ag: -3; TAAR1 ag: 0; M4 antag: 3; CHRM1 agonist: -1; M5 PAM: 7

How did [O-]/[N+](=C/c1ccccc1)c1ccccc1 do in these assays?
M5 antag: 12; M1 antag: 6; CHRM4 agonist: 0; CHRM1 PAM: 14; M5 ag: 3; TAAR1 ag: 2; M4 antag: -6; CHRM1 agonist: 8; M5 PAM: -1

The listing, previewed entries included:
How did CC(=O)Nc1ccc(NC(C)=O)c(NC2OCC(O)C(O)C2O)c1 (stereo unspecified) do in these assays?
M5 antag: 7; M1 antag: -13; CHRM4 agonist: 0; CHRM1 PAM: 8; M5 ag: -3; TAAR1 ag: 0; M4 antag: 3; CHRM1 agonist: -1; M5 PAM: 7

How did [O-]/[N+](=C/c1ccccc1)c1ccccc1 do in these assays?
M5 antag: 12; M1 antag: 6; CHRM4 agonist: 0; CHRM1 PAM: 14; M5 ag: 3; TAAR1 ag: 2; M4 antag: -6; CHRM1 agonist: 8; M5 PAM: -1

How did Cc1cc(C)c2cc(C(=O)N3CCC(Cc4ccccc4)CC3)[nH]c2c1 do in these assays?
M5 antag: 2; M1 antag: -4; CHRM4 agonist: -1; CHRM1 PAM: 2; M5 ag: 5; TAAR1 ag: -1; M4 antag: -15; CHRM1 agonist: -1; M5 PAM: 5

How did CCOc1ccc(NC(=O)CN(C)C(=O)c2ccccc2OCCOc2ccccc2)cc1OCC do in these assays?
M5 antag: 3; M1 antag: -5; CHRM4 agonist: 13; CHRM1 PAM: 4; M5 ag: 3; TAAR1 ag: 7; M4 antag: 4; CHRM1 agonist: -1; M5 PAM: -14

How did O=C(CSc1nnc(NC(=O)c2ccco2)s1)NC1CCCC1 do in these assays?
M5 antag: -4; M1 antag: -18; CHRM4 agonist: 1; CHRM1 PAM: 14; M5 ag: 0; TAAR1 ag: 3; M4 antag: -1; CHRM1 agonist: 0; M5 PAM: 4

How did O=C(Nc1cccc(-c2cccc(Cl)c2)c1)C1CCN(Cc2nccs2)CC1 do in these assays?
M5 antag: 3; M1 antag: -1; CHRM4 agonist: 11; CHRM1 PAM: -1; M5 ag: 0; TAAR1 ag: 24; M4 antag: 1; CHRM1 agonist: -6; M5 PAM: -4

How did O=C(NCC1CCN(Cc2ccccc2F)CC1)Nc1cccc(Br)c1 do in these assays?
M5 antag: 13; M1 antag: 6; CHRM4 agonist: 9; CHRM1 PAM: -4; M5 ag: -2; TAAR1 ag: 14; M4 antag: 9; CHRM1 agonist: -7; M5 PAM: -8

What do the screens show for `COc1cccc(/C=C2\SC(=S)N(C(C)C(=O)NC3C=CS(=O)(=O)C3)C2=O)c1` (stereo unspecified)?
M5 antag: 12; M1 antag: -7; CHRM4 agonist: 6; CHRM1 PAM: -3; M5 ag: -4; TAAR1 ag: 1; M4 antag: -2; CHRM1 agonist: -2; M5 PAM: -2

What do the screens show for `COC(=O)c1cccc(C23CC4(C2)[C@H](CN(C)[C@@H]4c2ccccc2)C3c2ccc(C(F)(F)F)cc2)c1` (stereo partly specified)?
M5 antag: 9; M1 antag: 11; CHRM4 agonist: 1; CHRM1 PAM: -6; M5 ag: 0; TAAR1 ag: 0; M4 antag: 7; CHRM1 agonist: -10; M5 PAM: -5

What do the screens show for `O=C(COC(=O)CSc1ccc([N+](=O)[O-])cc1)NC1CCCCCCC1`?
M5 antag: 6; M1 antag: -6; CHRM4 agonist: 2; CHRM1 PAM: 18; M5 ag: 1; TAAR1 ag: 2; M4 antag: 7; CHRM1 agonist: 2; M5 PAM: -4

What do the screens show for `Cc1c(NC(=S)N/N=C\c2ccccc2O)c(=O)n(-c2ccccc2)n1C`?
M5 antag: 0; M1 antag: -2; CHRM4 agonist: 1; CHRM1 PAM: 5; M5 ag: -2; TAAR1 ag: 6; M4 antag: 2; CHRM1 agonist: -8; M5 PAM: 0

How did N#CC1=C(N)Oc2cc(N)ccc2C1c1ccccc1F (stereo unspecified) do in these assays?
M5 antag: 10; M1 antag: -10; CHRM4 agonist: 7; CHRM1 PAM: 5; M5 ag: 0; TAAR1 ag: 5; M4 antag: -4; CHRM1 agonist: 2; M5 PAM: -5

What do the screens show for `O=c1cc(NCCCO)c2ccccc2o1`?
M5 antag: 4; M1 antag: -6; CHRM4 agonist: 0; CHRM1 PAM: 5; M5 ag: -2; TAAR1 ag: 4; M4 antag: 4; CHRM1 agonist: -4; M5 PAM: -4

Results for Cc1onc(-c2ccccc2)c1C(=O)OCC(=O)NC(=O)c1ccccc1 ?
M5 antag: -2; M1 antag: -4; CHRM4 agonist: 1; CHRM1 PAM: 4; M5 ag: 0; TAAR1 ag: -1; M4 antag: 3; CHRM1 agonist: -5; M5 PAM: 4

Results for Cc1nc(NNC(=O)c2ccc([N+](=O)[O-])cc2)cc(-c2ccccc2)n1 ?
M5 antag: -1; M1 antag: 2; CHRM4 agonist: 2; CHRM1 PAM: 0; M5 ag: 3; TAAR1 ag: 5; M4 antag: 16; CHRM1 agonist: -4; M5 PAM: 1

What do the screens show for `COc1ccc(NC(=O)C2Cc3c(-c4ccc5c(c4)OCO5)ccnc3O2)cn1` (stereo unspecified)?
M5 antag: 4; M1 antag: -14; CHRM4 agonist: 6; CHRM1 PAM: 6; M5 ag: 1; TAAR1 ag: -1; M4 antag: -13; CHRM1 agonist: 1; M5 PAM: 4

Results for O=C(COC(=O)Cc1ccc(Cl)cc1)Nc1cc(S(=O)(=O)N2CCOCC2)ccc1N1CCCC1 ?
M5 antag: -5; M1 antag: 5; CHRM4 agonist: 2; CHRM1 PAM: -5; M5 ag: -3; TAAR1 ag: 7; M4 antag: -1; CHRM1 agonist: -10; M5 PAM: -6

How did Cc1nnc(SCC(=O)NC2CCCC(C)C2C)n1N (stereo unspecified) do in these assays?
M5 antag: 11; M1 antag: -13; CHRM4 agonist: 0; CHRM1 PAM: 3; M5 ag: 0; TAAR1 ag: 1; M4 antag: 4; CHRM1 agonist: 11; M5 PAM: 7

Results for CCN(CC(=O)Nc1ccc(NC(C)=O)cc1)C(=O)c1ccccc1SCc1c(C)noc1C ?
M5 antag: -1; M1 antag: -7; CHRM4 agonist: 11; CHRM1 PAM: 0; M5 ag: 3; TAAR1 ag: 8; M4 antag: -4; CHRM1 agonist: -3; M5 PAM: -3

Results for O=C(COc1ccccc1[N+](=O)[O-])NCCCN1CCCC1=O ?
M5 antag: -6; M1 antag: 5; CHRM4 agonist: 4; CHRM1 PAM: 4; M5 ag: 7; TAAR1 ag: 8; M4 antag: -6; CHRM1 agonist: -4; M5 PAM: 9

What do the screens show for `CC[C@@]12C(=O)N(c3cccc(Cl)c3)C(=O)N1[C@H](c1ccc(Br)cc1)[C@@H]1C(=O)N(C(C)(C)C)C(=O)[C@@H]12`?
M5 antag: 3; M1 antag: -13; CHRM4 agonist: 3; CHRM1 PAM: 15; M5 ag: -1; TAAR1 ag: 5; M4 antag: -10; CHRM1 agonist: 1; M5 PAM: 4

What do the screens show for `Cc1ccc(N(CC(=O)NCc2ccc(Cl)cc2)S(C)(=O)=O)cc1`?
M5 antag: -11; M1 antag: -3; CHRM4 agonist: 1; CHRM1 PAM: 3; M5 ag: 3; TAAR1 ag: 1; M4 antag: -6; CHRM1 agonist: -7; M5 PAM: 10

Results for CCOC(=O)C(=O)c1c(-c2ccc(C)cc2)nc2ccccn12 ?
M5 antag: 1; M1 antag: -4; CHRM4 agonist: 1; CHRM1 PAM: 3; M5 ag: -1; TAAR1 ag: 0; M4 antag: -6; CHRM1 agonist: -4; M5 PAM: 2

What do the screens show for `CNC(=S)N1N=C(c2ccc(OC)cc2)CC1c1ccccc1Cl` (stereo unspecified)?
M5 antag: 9; M1 antag: 34*; CHRM4 agonist: 5; CHRM1 PAM: -22; M5 ag: -4; TAAR1 ag: -1; M4 antag: -3; CHRM1 agonist: -8; M5 PAM: -9

How did C[C@H](CO)N1C[C@H](C)[C@H](CN(C)S(=O)(=O)c2cccc(F)c2)Oc2ncc(-c3cccc(C(=O)N(C)C)c3)cc2C1=O do in these assays?
M5 antag: -11; M1 antag: -4; CHRM4 agonist: 1; CHRM1 PAM: -2; M5 ag: 0; TAAR1 ag: 2; M4 antag: 1; CHRM1 agonist: -2; M5 PAM: 5

Results for COc1ccc(/C(N)=N/OC(=O)CSc2ccc(C)cc2)cc1 ?
M5 antag: 7; M1 antag: 6; CHRM4 agonist: -2; CHRM1 PAM: -2; M5 ag: -4; TAAR1 ag: 16; M4 antag: -5; CHRM1 agonist: -5; M5 PAM: -3

What do the screens show for `CC(=O)Nc1ccc(S(=O)(=O)N2CCCN(c3nc(C)cc(C)c3C#N)CC2)cc1`?
M5 antag: 4; M1 antag: -3; CHRM4 agonist: 3; CHRM1 PAM: 2; M5 ag: -4; TAAR1 ag: 3; M4 antag: -5; CHRM1 agonist: -5; M5 PAM: -1

How did O=C(O)CCN1C(=O)c2ccccc2Sc2ncccc21 do in these assays?
M5 antag: -1; M1 antag: -18; CHRM4 agonist: 1; CHRM1 PAM: 15; M5 ag: -3; TAAR1 ag: 5; M4 antag: -8; CHRM1 agonist: -1; M5 PAM: 12

How did Cc1ccc(C(=O)Nc2cc(Cl)ccc2N2CCCCC2)s1 do in these assays?
M5 antag: -6; M1 antag: -2; CHRM4 agonist: -1; CHRM1 PAM: -6; M5 ag: -1; TAAR1 ag: 1; M4 antag: 6; CHRM1 agonist: -4; M5 PAM: 1

Results for Cc1ccc(Cn2c(-c3nonc3N)nc3ccccc32)cc1 ?
M5 antag: -2; M1 antag: 6; CHRM4 agonist: -2; CHRM1 PAM: -7; M5 ag: -6; TAAR1 ag: 19; M4 antag: 6; CHRM1 agonist: -2; M5 PAM: -3

How did COc1ccc(-c2nc(CS(=O)CC(=O)NCc3ccc4c(c3)OCO4)c(C)o2)cc1OC (stereo unspecified) do in these assays?
M5 antag: 7; M1 antag: -11; CHRM4 agonist: 3; CHRM1 PAM: 9; M5 ag: -4; TAAR1 ag: 2; M4 antag: -13; CHRM1 agonist: -4; M5 PAM: -3

3 entries out of the list, sorted by length of the SMILES, largest number first.
How did C[C@H](CO)N1C[C@H](C)[C@H](CN(C)S(=O)(=O)c2cccc(F)c2)Oc2ncc(-c3cccc(C(=O)N(C)C)c3)cc2C1=O do in these assays?
M5 antag: -11; M1 antag: -4; CHRM4 agonist: 1; CHRM1 PAM: -2; M5 ag: 0; TAAR1 ag: 2; M4 antag: 1; CHRM1 agonist: -2; M5 PAM: 5

Results for COc1ccc(/C(N)=N/OC(=O)CSc2ccc(C)cc2)cc1 ?
M5 antag: 7; M1 antag: 6; CHRM4 agonist: -2; CHRM1 PAM: -2; M5 ag: -4; TAAR1 ag: 16; M4 antag: -5; CHRM1 agonist: -5; M5 PAM: -3

Results for Cc1ccc(Cn2c(-c3nonc3N)nc3ccccc32)cc1 ?
M5 antag: -2; M1 antag: 6; CHRM4 agonist: -2; CHRM1 PAM: -7; M5 ag: -6; TAAR1 ag: 19; M4 antag: 6; CHRM1 agonist: -2; M5 PAM: -3
